GPR55 activation = selective activators of receptor GPR55 – imaging, U2OS cells, beta-arrestin-GFP redistribution, primary screen (AID 1961). hit rate 0.048% among 290,000. U2OS GPR55 beta-arrestin-GFP redistribution imaging; higher % means a stronger effect. one-dose activation, % at 10 µM; EC50 in µM for titrated hits;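 active means activation above 40% with more than 50 cells counted in the well; inconclusive means wells holding fewer than 50 cells, flagged as toxic or sparse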;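 further: U2OS osteosarcoma cells stably expressing GPR55 and beta-arrestin-GFP; plate controls were DMSO negative control for no effect and LPI positive control for full effect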
Dynein cargo inh = blocks dynein driven cargo transport along microtubules; 3617.4 mouse cells, GR-EGFP nuclear translocation imaging; test concentration mostly 20 µM; stimulated with dexamethasone, 1 µM; stronger effect = lower value; z-score, hits read low; hit rate 0.47% among 220,000; AID 1381;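 active means plate z-score of nuclear minus cytoplasmic receptor signal below a set negative limit, without overly bright fluorescence or cell loss, cut at about -3.5 in these data, passing the limit was not always enough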;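 further: z-score of nuclear minus cytoplasmic ring GR-EGFP intensity difference per well; some compounds called inactive have numbers as strong as hits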
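Buffer or medium: Induction medium lacking tetracycline, stripped serum | Also added: Dexamethasone agonist, 1.0 µM final, for 30 min | Timing: 48 h induction, 1 h compound, 30 min dex at 37 °C | Detection: Formaldehyde fixation, Hoechst nuclear stain, 10x automated fluorescence imaging | Measure: Nuclear versus cytoplasmic GR-EGFP signal, averaged per well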
NOD2 inhibition = NOD2 signaling inhibitors, cell-based, luminescence, uHTS, HEK293 (AID 1566); HEK293 NOD2/NF-kB luciferase reporter, luminescence; higher % means a stronger effect; one-dose inhibition, % at 4 µM; EC50 in µM for titrated hits; hit rate 0.63% among 290,000; further: many of its hits are not listed in these tables
NOD1 NF-kB reporter = inhibition of NOD1-driven NF-kB reporter – cell-based, luminescence, uHTS, primary screen (AID 1578). NOD1-driven NF-kB luciferase reporter cells, luminescence; higher % means a stronger effect. hit rate 1% among 290,000. inhibition, % at 4 µM, or EC50 in µM where a hit was titrated; in the data active means inhibition mostly above about 36%, no sharp cut-off; inactive means mostly below about 34%;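 further: HEK-293T reporter cells stimulated with the NOD1 agonist gamma-tri-DAP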
P. falciparum M1AAP = P. falciparum M1AAP inhibitors, biochemical, fluorogenic H-Leu-NHMec substrate, 1536-well (AID 1445); hit rate 0.42% among 220,000; inhibition, % at 30 µM, or IC50 in µM where a hit was titrated; recombinant M1AAP, H-Leu-NHMec fluorogenic kinetic assay; higher % means a stronger effect;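 active means primary inhibition above the hit cutoff, then over 50% inhibition at one or more dose response concentrations, cut at about 23% in these data, passing the limit was not always enough; inconclusive means conflicting primary data, or primary hits not chosen for dose response; inactive means low primary inhibition, or under 50% at every dose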;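 further: plate controls were DMSO full reaction for no effect and no enzyme background for full effect; strong numbers were not always called active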
M17LAP inhibition = P. falciparum M17LAP inhibitors, primary screen, biochemical, fluorogenic H-Leu-NHMec substrate, 1536-well (AID 1619) | recombinant M17LAP, H-Leu-NHMec fluorogenic kinetic assay; higher % means a stronger effect | inhibition, % at 30 µM, or IC50 in µM where a hit was titrated | hit rate 0.38% among 220,000;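 active means compound inhibiting the enzyme by more than half at any dose during confirmatory dose-response retesting; inconclusive means strong single-dose inhibitors picked by rank but not retested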;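 further: plate controls were full reaction with DMSO carrier for no effect and no enzyme background for full effect; strong numbers were not always called active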
KOR beta-arrestin-1 = kappa opioid receptor activators – cell-based, luminescence, uHTS, primary screen (AID 1777) | KOR beta-arrestin recruitment, luminescence; higher % means a stronger effect | hit rate 0.02% among 280,000 | activation, % at 10 µM; hits with a dose series show EC50 in µM; in the data active means activation above about 50%, passing the limit was not always enough; further: a part of the inactive calls stands beside numbers as strong as those of hits
AID2073 = inhibitors of Mint1-CaV2.2 protein interaction, biochemical, HTRF (AID 2073). HTRF protein-protein interaction, Mint1-CaV2.2; higher % means a stronger effect. one-dose inhibition, % at 20 µM; IC50 in µM for titrated hits. hit rate 0.19% among 290,000; in the data active means inhibition mostly above about 51%, no sharp cut-off; inconclusive means no clear call, values can overlap the other calls; inactive means mostly below about 53%; further: some results filed as inactive read as strong as hits
KOR beta-arrestin-2 = kappa opioid receptor blockers – cell-based, luminescence, uHTS (AID 1778); KOR beta-arrestin recruitment, luminescence, antagonist mode; higher % means a stronger effect; inhibition, % at 10 µM, or IC50 in µM where a hit was titrated; hit rate 0.091% among 290,000; further: strong numbers were not always called active
Dynein cargo inh cytoplasmic EGFP = recorded beside Dynein cargo inh, whose call it bears; z-score; measured here: cytoplasmic GR-EGFP intensity; stronger effect = higher value
Dynein cargo inh nuclear GR-EGFP = also measured in Dynein cargo inh; calls as there; z-score; measured here: nuclear GR-EGFP intensity;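 lower value marks the stronger effect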
Dynein cargo inh cell count = also measured in Dynein cargo inh; calls as there; z-score; measured here: cell count per field
* hit, by the source's call; i = inactive; ? = inconclusive; . = not tested or not shown; [ ] = dose if it differs, or a comment. Unless noted, no stated cut-off is given here; in the data, active means inhibition above about 50%; inactive means the rest. Some of the compounds tested; rates above refer to the full screens.

SMILES	GPR55 activation	Dynein cargo inh	Dynein cargo inh cytoplasmic EGFP	Dynein cargo inh nuclear GR-EGFP	Dynein cargo inh cell count	NOD2 inhibition	NOD1 NF-kB reporter	P. falciparum M1AAP	M17LAP inhibition	KOR beta-arrestin-1	AID2073	KOR beta-arrestin-2
CCCCn1c(-c2csc(CCC)c2)n[nH]c1=S	-0.1%	-0.44	-0.3	-0.28	0.32	7%	-19%	1%	-11%	-3.3%	-5%	-9%
Cc1ccc(C(=O)N/N=C(/CC(=O)c2cccs2)C(F)(F)F)cc1	-0.6%	-0.22	-0.2	-0.13	0.36	34%	70%*	?	3%	-5.7%	9%	33%
CCc1nn(CC(=O)NCCCN(Cc2ccccc2)C(C)C)c(=O)c2cc3sccc3n12	0.0%	-0.2	-0.17	0.11	0.95	4%	-6%	-7%	20%	-0.3%	1%	12%
Cc1ccc2cc3cc(C(=O)N(CC(=O)NC4CCCC4)c4cccc(C)c4C)sc3nc2c1	1.8%	3.5	-0.19	1.4	-1.7	-12%	13%	9%	-4%	0.0%	6%	-14%
c1cncc(Nc2c3ccccc3nc3ccccc23)c1	-0.2%	.	.	.	.	18%	-12%	.	.	-0.9%	-2%	14%
O=S(=O)(c1ccc(F)cc1)N1CCN(c2ncccn2)CC1	0.6%	-0.82	-0.21	-0.00057	1.5	7%	-4%	-2%	2%	1.0%	11%	13%
CC1(C)OC(=O)C(=CNCC(=O)NCC(=O)O)C(=O)O1	-0.2%	-0.25	0.21	-0.68	-0.18	-11%	-42%	1%	-2%	0.8%	1%	-1%
CC1=C(C(=O)N(C)C)C(c2ccc(C)s2)NC(=S)N1 (stereo not drawn)	0.8%	-0.54	-0.4	-0.18	2.2	18%	-12%	-2%	5%	-1.3%	-3%	25%
CC(=O)c1cccc(NC(=O)c2c(F)c(F)c(F)c(F)c2F)c1	-0.2%	1.7	0.036	1.9	-1.1	16%	27%	-2%	18%	-4.9%	7%	-30%
O=C(c1cccs1)N(C(=O)c1cccs1)c1ccc(Br)cn1	-0.1%	1	-0.17	0.59	-0.86	-57%	-56%	14%	0%	2.6%	-1%	-22%
Cc1cnc([N+](=O)[O-])n1CCOC(=O)NC(=O)c1ccccc1	0.2%	-0.15	-0.36	-0.11	0.05	16%	-26%	1%	0%	-5.6%	-3%	-11%
Cc1ccc2[nH]cc(C(=O)CN3CCC4(CC3)OCCO4)c2c1	-0.1%	1.6	-0.16	1.2	-0.32	4%	-39%	2%	13%	-3.4%	-2%	36%
O=C(O)c1cccc(C(=O)O)c1	-0.2%	.	.	.	.	12%	-25%	.	.	-1.4%	-1%	4%[20 µM]
Cn1c2ccccc2c(=O)c2cc(C#Cc3ccsc3)ccc21	-0.3%	.	.	.	.	-26%	-5%	.	.	29%	16%	i
O=C(NCc1cc(C(F)(F)F)cc(C(F)(F)F)c1)C1CC(c2cccc(F)c2)=NO1 (stereo not drawn)	0.4%	-0.48	-0.73	-0.19	-0.0076	-10%	1%	-4%	10%	6.3%	-4%	-1%
COc1ccc(C(=O)n2cnnc2N)cc1	0.0%	-0.63	-0.2	-0.94	0.14	2%	-9%	3%	-10%	-3.3%	8%	-9%
COc1ccc(/C=C/C(=O)Nc2ccc(NC(C)=O)cc2)cc1S(=O)(=O)N1CCOCC1	0.3%	-0.65	-0.075	0.42	-0.67	-43%	3%	10%	-1%	.	16%	44%
CS(=O)(=O)c1ccc2nnn(OCC(=O)Nc3ccc(Br)cc3Br)c2c1	0.6%	0.58	-0.065	0.22	-1.5	-9%	-34%	1%	-12%	0.9%	9%	13%
Cc1ccc(NC(=O)CN2CCN(S(=O)(=O)c3cccs3)CC2)cc1S(=O)(=O)N(C)C	-0.5%	-0.57	-0.19	0.17	-0.31	21%	-24%	1%	3%	-0.5%	10%	-2%
CCOC(=O)CNc1nc(Cl)nc(NC(C)(C)C)n1	-0.3%	-0.13	-0.19	-0.3	0.6	19%	-41%	5%	2%	-0.1%	0%	3%
CN(C)CCN(C(=O)CCS(=O)(=O)c1ccccc1)c1nc2cc3c(cc2s1)OCO3	0.3%	.	.	.	.	-3%	17%	.	.	4.7%	2%	-169%
CCOC1OC(=O)C(Cl)=C1Nc1ccc(C)cc1 (stereo not drawn)	0.6%	1.3	1.7	1.8	-1.6	-1%	-2%	1%	-1%	3.3%	4%	-29%
c1ccc(COc2cccc(CN3CCCCC3)c2)cc1	0.6%	.	.	.	.	16%	-4%	.	.	-5.1%	4%	-47%[20 µM]
CC(=O)NC(CC(=O)O)c1ccc(F)cc1 (stereo not drawn)	0.9%	-0.87	-0.036	-0.36	0.81	16%	-30%	5%	6%	2.1%	9%	-8%
Cc1cc(C#N)c(SCC(N)=O)nc1-c1ccc(F)cc1	0.2%	-0.77	-0.33	-0.42	0.8	6%	-8%	5%	0%	-3.2%	-15%	4%

Ordered by formula weight (falling): part of the list above.
SMILES	GPR55 activation	Dynein cargo inh	Dynein cargo inh cytoplasmic EGFP	Dynein cargo inh nuclear GR-EGFP	Dynein cargo inh cell count	NOD2 inhibition	NOD1 NF-kB reporter	P. falciparum M1AAP	M17LAP inhibition	KOR beta-arrestin-1	AID2073	KOR beta-arrestin-2
CS(=O)(=O)c1ccc2nnn(OCC(=O)Nc3ccc(Br)cc3Br)c2c1	0.6%	0.58	-0.065	0.22	-1.5	-9%	-34%	1%	-12%	0.9%	9%	13%
CC(=O)c1cccc(NC(=O)c2c(F)c(F)c(F)c(F)c2F)c1	-0.2%	1.7	0.036	1.9	-1.1	16%	27%	-2%	18%	-4.9%	7%	-30%
O=S(=O)(c1ccc(F)cc1)N1CCN(c2ncccn2)CC1	0.6%	-0.82	-0.21	-0.00057	1.5	7%	-4%	-2%	2%	1.0%	11%	13%
Cn1c2ccccc2c(=O)c2cc(C#Cc3ccsc3)ccc21	-0.3%	.	.	.	.	-26%	-5%	.	.	29%	16%	i
Cc1cc(C#N)c(SCC(N)=O)nc1-c1ccc(F)cc1	0.2%	-0.77	-0.33	-0.42	0.8	6%	-8%	5%	0%	-3.2%	-15%	4%
CC1(C)OC(=O)C(=CNCC(=O)NCC(=O)O)C(=O)O1	-0.2%	-0.25	0.21	-0.68	-0.18	-11%	-42%	1%	-2%	0.8%	1%	-1%
c1cncc(Nc2c3ccccc3nc3ccccc23)c1	-0.2%	.	.	.	.	18%	-12%	.	.	-0.9%	-2%	14%
CCOC1OC(=O)C(Cl)=C1Nc1ccc(C)cc1 (stereo not drawn)	0.6%	1.3	1.7	1.8	-1.6	-1%	-2%	1%	-1%	3.3%	4%	-29%
O=C(O)c1cccc(C(=O)O)c1	-0.2%	.	.	.	.	12%	-25%	.	.	-1.4%	-1%	4%[20 µM]

Next compounds.
SMILES	GPR55 activation	Dynein cargo inh	Dynein cargo inh cytoplasmic EGFP	Dynein cargo inh nuclear GR-EGFP	Dynein cargo inh cell count	NOD2 inhibition	NOD1 NF-kB reporter	P. falciparum M1AAP	M17LAP inhibition	KOR beta-arrestin-1	AID2073	KOR beta-arrestin-2
CC(CN1CCOCC1)OC(=O)c1ccc(Br)cc1 (stereo not drawn)	-0.1%	-0.74	-0.32	-0.33	0.19	14%	-15%	0%	-7%	-1.0%	-4%	6%
COc1ccc(-n2ncc3c(=O)n(CC(=O)N4CCCc5ccccc54)cnc32)cc1	-0.3%	0.29	0.029	0.44	-0.22	30%	2%	6%	2%	-3.1%	4%	6%
CCc1nnc(NC(=O)c2c(C)nn(-c3ccccc3)c2Cl)s1	-0.1%	-0.18	-0.2	0.7	-0.29	-12%	34%	6%	-1%	4.3%	22%	-32%
CCOC(=O)c1ccc(NC(=O)CCc2c(C)nc3ncnn3c2C)cc1	0.5%	-0.55	-0.25	-0.069	-0.5	1%	-23%	-7%	9%	2.8%	-5%	-51%
COc1ccc(C(=O)N2CCC(O)(c3ccc(Cl)cc3)CC2)cc1OC	0.0%	2.4	-0.2	1.7	-1.5	0%	2%	-6%	1%	4.2%	2%	-26%
Fc1ccccc1CSc1nnc(-c2cnccn2)n1Cc1ccco1	-0.2%	-1.2	-0.26	-0.46	0.72	16%	-11%	6%	-3%	-4.6%	12%	-24%
Cc1nn(CC(O)Cn2cnc3c2c(=O)n(C)c(=O)n3C)c(C)c1Br (stereo not drawn)	0.0%	-0.78	0.16	-0.43	1	14%	0%	5%	17%	-5.1%	7%	36%
O=C(Nc1ccccc1C(=O)NCCCn1ccnc1)c1ccccc1	0.4%	-0.59	0.013	-0.33	-0.11	5%	6%	0%	7%	-6.3%	-1%	11%
COc1cc(OC)cc(C(=O)NCc2nc(-c3ccccc3)no2)c1	-0.1%	-0.79	-0.25	-0.15	-0.063	5%	-2%	6%	-14%	-3.2%	-2%	32%
O=C(N1CCc2[nH]c3ccccc3c2C1)C(F)(F)F	-0.1%	.	.	.	.	17%	-3%	.	.	-5.2%	5%	5%
O=c1c([N+](=O)[O-])c(N2CCOCC2)c2ccccc2n1Cc1ccccc1	-0.2%	-0.21	-0.37	-0.26	0.39	32%	1%	5%	4%	-2.7%	25%	-7%

High-throughput results as filed in PubChem BioAssay.
